L929 necroptosis: L929 zVAD cell death inhibition; L929 zVAD necroptosis rescue, ATP luminescence, 24 h; with zVAD 60 µM; viability rescue, % at 10 µM; 220,000 compounds, 0.38% hits; AID 1377;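 active = activation, scaled between plate controls, above about 75%, limit read from the data; inactive = activation under that limit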;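 also: 0% = zVAD with DMSO and 100% = DMSO alone without zVAD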
PERK inhibitor: human PERK inhibition, primary cell-based screen. inhibition, % at 5.6 µM. Q9NZJ5. CHO PERK-DD fusion, SEAP luminescence translation reporter. AID 1416. 220,000 compounds, 0.17% hits;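 active = inhibition above the mean inhibition of all tested compounds plus 3 SD, set separately per screening campaign, cut at about 2.9% in these data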;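 also: PERK kinase domain activated by AP20187 dimerizer at 100 nM; 0% = DMSO with dimerizer and 100% = rapamycin at 8.4 µM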
Calpain2 inh: calpain II (pig) inhibition; purified calpain II, fluorogenic peptide substrate, 30 min; inhibition, % at 16 µM; 220,000 compounds, 0.37% hits;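 active = inhibition above about 50%, limit read from the data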
EBV gp42 inh: EBV gp42 inhibition. 220,000 compounds, 0.42% hits. AID 1085. Q1HVG2. Fluorescence polarization binding assay, mP read-out. inhibition, % (tested at 21.74 µM); in the data active = inhibition above about 50%
Target sequence (Q1HVG2 whole entry, looked up): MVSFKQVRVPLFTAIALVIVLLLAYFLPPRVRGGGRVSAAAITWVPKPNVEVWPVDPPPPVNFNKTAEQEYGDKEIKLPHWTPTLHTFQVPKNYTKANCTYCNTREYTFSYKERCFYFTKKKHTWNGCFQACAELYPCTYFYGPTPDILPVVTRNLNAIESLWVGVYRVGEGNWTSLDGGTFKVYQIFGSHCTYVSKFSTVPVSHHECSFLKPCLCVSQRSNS
TNF death inh: inhibitors of TNF-alpha induced necroptosis in Jurkat FADD-/- cells. Jurkat FADD-/- TNF necroptosis rescue, ATP luminescence, 24 h; 0 = TNF only, 100 = no-TNF cells. activation (protection from cell death), % at 10 µM. 220,000 compounds, 0.068% hits;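 active = activation, meaning protection from cell death, of at least 50% relative to plate controls; inactive = activation below 50%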;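 also: necroptosis triggered by 40 ng/mL TNF-alpha added together with compound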
Rad51 HR inh: Rad51 (human) homologous recombination inhibition; AID 1385; hRad51 DNA strand exchange, fluorescence dequenching; 200,000 compounds, 0.085% hits; inhibition, % at 10 µM;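 active = inhibition above 40% at the single screening dose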;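 also: 0% = DMSO control wells and 100% = blanks with heterologous ssDNA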
Target sequence (Q06609 whole entry, looked up): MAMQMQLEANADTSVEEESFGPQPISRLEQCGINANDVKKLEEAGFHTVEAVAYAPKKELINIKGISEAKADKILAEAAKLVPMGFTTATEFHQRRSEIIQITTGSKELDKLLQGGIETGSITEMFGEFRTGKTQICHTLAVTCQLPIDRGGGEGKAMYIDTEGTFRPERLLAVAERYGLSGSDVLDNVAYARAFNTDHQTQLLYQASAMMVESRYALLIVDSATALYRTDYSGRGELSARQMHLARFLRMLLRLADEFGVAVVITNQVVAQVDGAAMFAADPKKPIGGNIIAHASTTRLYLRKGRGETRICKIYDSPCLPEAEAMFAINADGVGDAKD
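System: human Rad51 nucleoprotein filaments preassembled on unlabelled ssDNA. Reagent: labelled 47-mer dsDNA for strand exchange. Schedule: 30-min compound preincubation and 15-min exchange, both room temperature. Measured by: FRET fluorescence dequenching, excitation 485 nm, emission 520 nm. Read-out: Fluorescence-based percent inhibition, control- and blank-normalised. Benchmarks: plate controls and plate blanks.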
eIF4E-4G inh: blocks eIF4E binding to eIF4G; TR-FRET eIF4E-eIF4GI(517-606) binding, 2 h; AID 782; P63073+Q04637; inhibition, % at 21.7 µM; 220,000 compounds, 0.37% hits;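 active = inhibition above about 30%, limit read from the data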;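 also: 0% = full FRET control wells and 100% = background wells lacking eIF4GI fragment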
Cl transport mod: modulates chloride dependent transport by human KCC2 | AID 1456 | Q9H2X9 | KCC2 cells, thallium flux FluoZin-2 fluorescence | B-score of Tl+ flux slope (higher = more flux/activation; lower = inhibition) at 10 µM | 190,000 compounds, 2.2% hits;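 active = thallium flux slope and its plate-corrected score both differing from the plate sample mean at a set confidence after two filtering rounds, in either direction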;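 also: slope of fluorescence scaled to starting intensity during 10 to 20 s after thallium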
Mdm2 ligase inh: blocks human Mdm2 ubiquitin ligase activity; cell-based MDM2 ubiquitination luciferase reporter, 2 h; 0 = plate control, 100 = twice control, blank-subtracted; signal enhancement, % at 5 µM; 210,000 compounds, 0.11% hits;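 active = signal enhancement of 30% or more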;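 also: luminescence tracks abundance of the self-degrading MDM2-luciferase fusion protein; higher signal means inhibition of MDM2 E3 ligase activity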
Target sequence (Q00987 whole entry, looked up, the tested form may be a part): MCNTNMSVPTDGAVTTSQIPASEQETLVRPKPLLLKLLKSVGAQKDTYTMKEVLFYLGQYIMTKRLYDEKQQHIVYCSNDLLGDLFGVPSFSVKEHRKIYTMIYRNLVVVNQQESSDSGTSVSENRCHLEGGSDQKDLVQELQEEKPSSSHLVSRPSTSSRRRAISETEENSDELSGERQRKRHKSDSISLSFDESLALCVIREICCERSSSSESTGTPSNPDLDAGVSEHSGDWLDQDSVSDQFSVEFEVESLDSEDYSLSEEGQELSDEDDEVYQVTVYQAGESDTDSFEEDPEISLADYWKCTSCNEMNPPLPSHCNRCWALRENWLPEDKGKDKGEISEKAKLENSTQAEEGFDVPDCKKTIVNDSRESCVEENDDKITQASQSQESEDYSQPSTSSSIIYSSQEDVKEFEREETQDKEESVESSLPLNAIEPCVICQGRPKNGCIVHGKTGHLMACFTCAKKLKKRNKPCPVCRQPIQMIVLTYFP
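Assay system: stable mammalian line carrying autodegrading MDM2–luciferase fusion reporter; amount: 2000 cells seeded into each well; buffer or medium: DMEM; benchmarks: plate control and blank wells; signal: luciferase luminescence; timing: 2 h compound exposure at 37 °C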
Starred values were filed as active, the others as inactive; nt = no result given; [ ] = remark or other dose.

Sequence of screens – EBV gp42 inh	Rad51 HR inh	Cl transport mod	Mdm2 ligase inh	eIF4E-4G inh	Calpain2 inh	PERK inhibitor	L929 necroptosis	TNF death inh
COc1ccc(C)cc1NC(=O)CCS(=O)(=O)c1ccc2c(c1)CCN2C(C)=O
 : -7	4	-1.7	-16	-7	-17	-0.1	53	-0.6
O=C(Nc1ccccc1C(=O)N1CCCCCC1)c1cccc(S(=O)(=O)N2CCOCC2)c1
 : -14	-4	2	-5	-9	-21	-0.7	-0.3	0.3
O=S(=O)(NCCSCc1c(Cl)cccc1Cl)c1ccc2c(c1)OCCO2
 : 18	-2	-0.5	-5	5	28	1.5	-0.1	-3.7
O=C(NCc1cccs1)C1CC(c2ccc(Cl)c(Cl)c2)=NO1 (centres undefined)
 : -54	11	-0.24	2	1	21	1.6	1.2	-5.1
O=C(NCc1cccs1)C1CCN(S(=O)(=O)c2ccccc2F)CC1
 : -21	-11	-0.6	-94	-2	-13	-0.6	0.1	1.4
O=c1[nH]c(SCc2cccc([N+](=O)[O-])c2)nc2[nH]ncc12
 : -8	6	-0.63	-9	0	-9	1.0	23	0.4
COc1cc(/C=C(\C#N)c2nn(CCO)c(N)c2C#N)cc(OC)c1OC
 : -15	1	-0.76	-5	2	-20	0.5	73	-4.2
Cc1ccc2c(CC(=O)NCc3ccc4c(c3)OCO4)coc2c1
 : -23	13	nt	0	2	-11	1.9	0.9	0.4
Cc1ccc(/C=N/Nc2ncnc3nc[nH]c23)cc1
 : 0	-1	0.23	-23	-2	3	-0.3	71	-6.6
O=C(NCCO)C(F)(F)C(F)(F)C(F)(F)OC(F)(C(=O)NCCO)C(F)(F)F (centres undefined)
 : -1	-9	0.41	3	0	16	0.0	-0.6	0.2
COc1cccc(CNc2nc3nc(C)cc(=O)n3[nH]2)c1
 : -8	6	0.11	-2	-5[fluorescence artefact?]	-18	-1.3	0.0	-2.1
Cn1nc(C(F)(F)F)cc1C(=O)O
 : -9	-2	1.6	-13	3	-6	-0.2	1.2	-1.3
CCOC(=O)/C=C/C(=O)OCC(=O)Nc1ccc(C)cc1
 : -24	18	0.27	1	1	-24	0.6	1.4	0.8
O=C(/C=C/c1ccccc1)Nc1ccc2c(c1)C(=O)NC2=O
 : -13	18	-0.29	-9	0	-91	2.0	0.5	-2.6
O=S(=O)(CCn1cccc1)CCn1cccc1
 : -9	9	-0.62	-5	-1	-4	-1.2	-0.1	-0.7
O=C(CSC(=S)N1CCOCC1)c1ccccc1
 : 0	-9	-0.1	-53	9	-6	0.8	-0.6	-0.3
CCOCCCNC(=O)c1ccccc1SCC
 : -11	-1	0.58	0	-2	-14	0.9	0.0	-1.2
COCCN(CCOC)S(=O)(=O)c1ccc(C(=O)Nc2nc(-c3ccccc3)c(C(=O)c3ccccc3)s2)cc1
 : -4	4	0.37	-2	-2	-102	0.9	0.7	1.6
COc1ccccc1NC(=O)c1cccs1
 : -3	-4	nt	1	nt	17	1.8	-0.3	-1.9
Cc1cccc(NS(=O)(=O)c2ccc3[nH]c(=O)cc(C(=O)OC(C)C(=O)Nc4ccc([N+](=O)[O-])cc4)c3c2)c1 (centres undefined)
 : -4	-6	-0.84	-12	2	-39	0.1	3.0	0.4
O=C(Nn1cnc2ccccc2c1=O)c1ccccc1
 : 3	-1	-0.83	-1	4	29	0.6	0.9	0.7
CS(=O)(=O)NCCNc1ncc(C(F)(F)F)cc1Cl
 : -7	6	-0.56	-11	4	14	2.1	1.3	-0.4
COc1ccc(CNCCNC(=O)c2cccs2)c(OC)c1OC
 : -8	-6	-0.4	-3	3	5	0.0	-0.4	0.4
COc1ccc(Oc2coc3cc(OC(=O)N4CCOCC4)ccc3c2=O)cc1
 : -25	3	nt	-26	-2	-6	1.0	-0.2	-0.3
N#Cc1ccccc1OCC(=O)OCC(=O)c1ccc2c(c1)NC(=O)CO2
 : -34	-8	-0.01	-23	4[fluorescence artefact?]	-21	2.0	0.5	0.3
Cc1cccc(COCC(Cc2ccccc2)N2CCN(C(=O)c3cc(Cl)cc(Cl)c3)CCC2=O)c1 (centres undefined)
 : 2	12	-1.2	nt	6[fluorescence artefact?]	19	0.0	1.2	0.0
CC1CCC(NC(=O)c2ccc(S(C)(=O)=O)cc2)CC1 (centres undefined)
 : -32	-15	1.4	11	1	10	0.9	1.5	2.0
Cc1ccc(C=Nc2ccccc2C#N)s1
 : 16	6	-1.7	-8	-3[fluorescence artefact?]	29	0.7	0.2	0.9
CC(C)(C)NC(=O)NC(=O)CSc1ncccn1
 : -4	-7	0.065	-2	-2	4	0.5	2.2	4.7
N#CCC(=O)Nc1ccc(C(F)(F)F)cc1N1CCOCC1
 : -2	-15	0.44	-21	-3	-18	-0.7	0.0	0.0
Fc1cccc(/C=N/Nc2nc3ccccc3[nH]2)c1
 : 3	3	-0.95	-3	6	26	0.0	5.8	9.2
CCOCCCNC(=S)N1CCN(Cc2ccco2)CC1
 : -17	3	nt	-15	3	-19	-0.1	0.1	0.2
Cc1cccc(-c2noc(-c3cc4ccccc4oc3=O)n2)c1
 : 1	-6	-0.51	-28	3	-165	1.3	1.0	-0.2
CC(C(=O)Nc1nncs1)N1C(=O)C2C3C=CC(C3)C2C1=O (centres undefined)
 : -29	-1	0.87	-21	4	3	2.0	78*	1.4
COc1ccc(-c2cc(C)nc(SCC(=O)c3cccc([N+](=O)[O-])c3)n2)cc1
 : -12	-10	-0.14	-3	-14	-32	-1.2	-0.3	-2.1
Oc1ccc(N=C/C=C/c2cccc(Br)c2)cc1-c1nc2ccccc2s1
 : -12	-8	-0.45	10	11	-10	1.0	29	2.4
CN(C)c1ccc(C2C3C(=O)N(c4ccc(C(=O)O)cc4)C(=O)C3ON2c2ccccc2)cc1 (centres undefined)
 : -28	-4	0.082	-24	1	-47	1.8	0.9	0.8
O=C1N/C(=N/N=C/c2ccccc2O)SC1Cc1ccc(F)cc1 (centres undefined)
 : -4	-5	-0.66	1	-4	-51	1.1	2.5	2.0
O=C(COc1ncnc2ccccc12)c1ccc(Cl)cc1
 : 3	0	0.12	-2	5	5	-0.8	2.1	3.7
COc1ccc(C)cc1NC(=O)C(OC(=O)c1cccc(S(=O)(=O)N(C)c2ccccc2)c1)c1ccccc1 (centres undefined)
 : -39	6	-0.6	-4	0[fluorescence artefact?]	-8	0.6	0.1	4.6

6 entries out of the list above, ordered by their value in PERK inhibitor, lowest first:
Compound	EBV gp42 inh	Cl transport mod	eIF4E-4G inh	Calpain2 inh	PERK inhibitor
COc1ccc(-c2cc(C)nc(SCC(=O)c3cccc([N+](=O)[O-])c3)n2)cc1	-12	-0.14	-14	-32	-1.2
O=C(COc1ncnc2ccccc12)c1ccc(Cl)cc1	3	0.12	5	5	-0.8
Fc1cccc(/C=N/Nc2nc3ccccc3[nH]2)c1	3	-0.95	6	26	0.0
COc1ccc(C)cc1NC(=O)C(OC(=O)c1cccc(S(=O)(=O)N(C)c2ccccc2)c1)c1ccccc1 (centres undefined)	-39	-0.6	0[fluorescence artefact?]	-8	0.6
O=C1N/C(=N/N=C/c2ccccc2O)SC1Cc1ccc(F)cc1 (centres undefined)	-4	-0.66	-4	-51	1.1
CC(C(=O)Nc1nncs1)N1C(=O)C2C3C=CC(C3)C2C1=O (centres undefined)	-29	0.87	4	3	2.0

Later entries
Sequence of screens – EBV gp42 inh	Rad51 HR inh	Cl transport mod	Mdm2 ligase inh	eIF4E-4G inh	Calpain2 inh	PERK inhibitor	L929 necroptosis	TNF death inh
CCOC(=O)C1CCN(CCC(=O)Nc2ccc(Cl)cc2)CC1
 : -19	-1	0.18	1	2	13	0.5	-0.6	4.5
COC(=O)C1=C(CSc2nc3ccccc3s2)NC(=O)NC1c1ccc(F)cc1 (centres undefined)
 : 6	nt	0.088	-5	-5	-3	-0.7	nt	0.3
COc1ccc(CNC(=O)CCn2c(=O)oc3ccccc32)cc1
 : -12	-8	nt	-11	-6	-16	-0.3	1.2	-0.1
O=C(CCc1nc(-c2cccs2)no1)Nc1cnc2ccccc2c1
 : 11	nt	0.49	-2	2	-23	-0.9	nt	3.1
COc1ccccc1OCCSc1nc2ccc([N+](=O)[O-])cc2s1
 : -22	7	-0.45	4	3[fluorescence artefact?]	12	1.1	0.8	1.9
COc1ccc(-c2ccc(/C=N/NC(=O)Cc3nnc(N)s3)o2)cc1Cl
 : -1	8	-0.037	-12	1	-59	1.6	-0.2	-4.3
O=C(O)c1ccccc1-c1ccccc1C(=O)Nc1cccc2ccccc12
 : 5	4	-0.14	-14	-1[fluorescence artefact?]	-6	1.1	0.1	-3.6
CCN(CC)S(=O)(=O)c1ccc(OC)c(NC(=O)c2ccc([N+](=O)[O-])cc2)c1
 : 4	3	0.073	-6	0	-24	-0.2	4.2	-0.2
O=C(NCc1ccc(F)cc1)C1CCC(=O)N1C1CCCCC1 (centres undefined)
 : -6	-10	nt	-10	6[fluorescence artefact?]	-18	0.4	-0.4	-0.2
COc1ccc(-c2nn(-c3ccccc3)cc2/C=N/Nc2cccc(C(=O)O)c2)cc1
 : -6	5	-2.3	-4	1	-27	0.6	5.4	0.4

Gathered by group, those above with a furan ring, fused or not
Sequence of screens – EBV gp42 inh	Rad51 HR inh	Cl transport mod	Mdm2 ligase inh	eIF4E-4G inh	Calpain2 inh	PERK inhibitor	L929 necroptosis	TNF death inh
Cc1ccc2c(CC(=O)NCc3ccc4c(c3)OCO4)coc2c1
 : -23	13	nt	0	2	-11	1.9	0.9	0.4
CCOCCCNC(=S)N1CCN(Cc2ccco2)CC1
 : -17	3	nt	-15	3	-19	-0.1	0.1	0.2
COc1ccc(-c2ccc(/C=N/NC(=O)Cc3nnc(N)s3)o2)cc1Cl
 : -1	8	-0.037	-12	1	-59	1.6	-0.2	-4.3

Next section.
Sequence of screens – EBV gp42 inh	Rad51 HR inh	Cl transport mod	Mdm2 ligase inh	eIF4E-4G inh	Calpain2 inh	PERK inhibitor	L929 necroptosis	TNF death inh
CCOC(=O)C1(Cc2ccc(OC)cc2)CCN(C(=O)CCn2cccn2)CC1
 : -1	3	0.011	-8	-1	-17	-1.6	1.1	0.3
O=C(COc1ncnc2ccccc12)NC1CCS(=O)(=O)C1 (centres undefined)
 : -7	-1	nt	-7	1	-5	1.3	0.1	-1.8
Cn1c(=O)[nH]c(=O)c2c1nc(N1CCN(Cc3ccccc3)CC1)n2CCSc1ncccn1
 : -11	1	nt	-15	3	-1	-1.2	-0.5	-0.2
Cc1ccc(S(=O)(=O)Cc2ccccc2Cl)cc1
 : 5	0	-0.045	-7	-1	-5	0.8	1.2	-3.2
CCOC(=O)c1cnc2ccc(OCC)cc2c1NCc1ccccc1OC
 : 1	5	0.23	-16	-4	-20	-0.1	1.1	1.8
Cn1c(C(=O)N2CCN(Cc3ccc4c(c3)OCO4)CC2)cc2c(=O)n(C)c3ccccc3c21
 : -5	-6	nt	2	-3[fluorescence artefact?]	-40	-0.9	1.1	-2.7
CC(C)c1ccc(N=C2N=C(N)c3ccccc32)cc1
 : -5	3	-1.8	-29	1	1	-0.1	3.0	-21
O=C(O)c1cccc(N2C(=O)/C(=C/c3ccc([N+](=O)[O-])cc3)C=C2c2ccccc2)c1
 : -31	-14	-3.2	-24	4	-36	0.1	1.4	-0.7
Cc1ccn2c(-c3csc(NCc4ccco4)n3)c(C)nc2c1
 : -23	1	-2.5	-3	2	-24	-0.4	0.1	-2.5

Compound activity deposited in PubChem BioAssay by several laboratories.
